High-throughput results (PubChem)
MC4R antagonist = antagonists of human melanocortin 4 receptor (MC4R); inhibition, % at 6.5 µM; 360,000 tested, 0.48% active; MC4R-expressing cells, MTII-stimulated cAMP, LANCE TR-FRET; P32245;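 active means inhibition above its plate's cutoff, the mean of tested wells on that plate plus 3 SD, cut at about 29% in these data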;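 further: 0% = Melanotan II alone and 100% = Melanotan II plus saturating MCL0020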
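Test system: U2OS cells stably expressing human melanocortin 4 receptor (MC4R); also added: Melanotan II challenge; compound: 6.5 µM single dose; timing: 30-min compound preincubation, 1-h Melanotan II challenge, 1-h detection, room temperature; signal: Eu-cAMP/anti-cAMP TR-FRET, emission 671 nm; repeats: one well per compound, no replicates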
ABCB6 inh MLPCN = blocks the human ABCB6 transporter; K562-ABCB6 porphyrin accumulation, flow cytometry, 1 h; stronger effect = lower value; fluorescence ratio to DMSO, % at 10 µM; 360,000 tested, 0.19% active;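 active means fluorescence ratio to DMSO below 75%, the collection mean minus 3 SD; inconclusive means too few cells collected in the well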;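 further: signal is porphyrin accumulated inside mitochondria; 100% equals median channel fluorescence of DMSO control wells; lower ratio means ABCB6 inhibition with less porphyrin fluorescence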
SRC2 inh = human SRC2 (NCOA2) inhibition. Q15596. HEK293 GAL4-SRC2 luciferase reporter, luminescence. inhibition, % at 9 µM. 370,000 tested, 0.17% active;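 active means inhibition above the mean inhibition of all tested compounds plus 3 SD, set per campaign, cut at about 52% in these data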;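 further: 0% = DMSO treated cells and 100% = cells given Gossypol at 36 µM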
MC4R ag barr = activates human MC4R beta-arrestin recruitment; U2OS MC4R beta-arrestin complementation, luminescence; percent of melanotan II response, DMSO zero; activation, % at 8.9 µM; 360,000 tested, 0.98% active;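 active means activation above a per-plate cutoff, the mean activation of sample wells on that plate plus 3 SD, cut at about 8% in these data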
ABHD5 PLIN5 PPI = ABHD5-PLIN5 protein interaction inhibition | Q00G26+Q8WTS1 | Split G. princeps luciferase complementation, luminescence, 4 h | inhibition, % at 4 µM | 360,000 tested, 0.78% active;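 active means inhibition above the mean inhibition across every tested compound plus 3 SD, cut at about 22% in these data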;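 further: 0% = DMSO only wells and the 100% control is not disclosed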
N-glyco inh = blocks N-linked glycosylation in D54 reporter cells; D54 ERlucT glycosylation luciferase reporter, 24 h; percent of 100 nM tunicamycin response; reporter increase, % at 12.5 µM; 360,000 tested, 0.23% active;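 active means mean luciferase reporter signal, scaled so untreated is 0 and the glycosylation-blocking control 100, at or above a set limit in every replicate; inconclusive means mean reaches the limit but not every replicate does; inactive means mean below the limit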;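 further: luciferase carries N-glycosylation sites so blocking glycosylation raises the light; 0% = median of neutral control wells and 100% = median of 100 nM tunicamycin wells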
TLR9-MyD88 inh = TLR9-MyD88 interaction inhibition | inhibition, % at 4.98 µM | AID 504734 | CHO BLA complementation TLR9-MyD88, CCF4 FRET ratio | 340,000 tested, 0.21% active;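 active means inhibition above the mean over all tested compounds plus 3 SD, cut at about 21% in these data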;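 further: 0% = DMSO only wells and 100% = clavulanate BLA inhibitor control wells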
HTR2A ag = agonists of mouse serotonin 5-HT2A receptor (HTR2A); P35363; activation, % at 7.6 µM; CHO-K1 mHTR2A beta-arrestin complementation, luminescence; percent of 30 µM serotonin response; 360,000 tested, 0.66% active;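 active means activation above a run cutoff, the mean activation of all tested compounds plus 3 SD, cut at about 14% in these data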;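 further: 0% = plate median of compound wells and 100% = 30 µM serotonin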
Target sequence (P35363 whole entry, looked up): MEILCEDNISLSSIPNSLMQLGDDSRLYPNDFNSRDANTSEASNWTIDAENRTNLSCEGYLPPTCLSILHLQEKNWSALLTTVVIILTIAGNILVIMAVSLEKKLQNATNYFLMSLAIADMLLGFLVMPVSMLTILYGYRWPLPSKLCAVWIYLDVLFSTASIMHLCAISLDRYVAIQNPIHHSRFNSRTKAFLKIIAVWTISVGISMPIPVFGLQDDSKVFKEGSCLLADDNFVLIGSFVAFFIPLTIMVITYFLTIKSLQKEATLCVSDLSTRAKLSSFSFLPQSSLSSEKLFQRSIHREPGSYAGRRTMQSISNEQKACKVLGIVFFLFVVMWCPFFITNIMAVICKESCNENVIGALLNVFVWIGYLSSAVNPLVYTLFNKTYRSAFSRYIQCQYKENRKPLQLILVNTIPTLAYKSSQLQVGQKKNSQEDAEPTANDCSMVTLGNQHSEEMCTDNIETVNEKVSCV
NOD2 RIPK2 PPI = NOD2-RIPK2 protein interaction inhibition | CHO BLA complementation NOD2-RIPK2, CCF4 ratio | 360,000 tested, 0.38% active | O43353 | inhibition, % at 4.98 µM; in the data active means inhibition above about 21%;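 further: 0% = vehicle only and 100% = reference blocker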
Target sequence (O43353 whole entry, looked up): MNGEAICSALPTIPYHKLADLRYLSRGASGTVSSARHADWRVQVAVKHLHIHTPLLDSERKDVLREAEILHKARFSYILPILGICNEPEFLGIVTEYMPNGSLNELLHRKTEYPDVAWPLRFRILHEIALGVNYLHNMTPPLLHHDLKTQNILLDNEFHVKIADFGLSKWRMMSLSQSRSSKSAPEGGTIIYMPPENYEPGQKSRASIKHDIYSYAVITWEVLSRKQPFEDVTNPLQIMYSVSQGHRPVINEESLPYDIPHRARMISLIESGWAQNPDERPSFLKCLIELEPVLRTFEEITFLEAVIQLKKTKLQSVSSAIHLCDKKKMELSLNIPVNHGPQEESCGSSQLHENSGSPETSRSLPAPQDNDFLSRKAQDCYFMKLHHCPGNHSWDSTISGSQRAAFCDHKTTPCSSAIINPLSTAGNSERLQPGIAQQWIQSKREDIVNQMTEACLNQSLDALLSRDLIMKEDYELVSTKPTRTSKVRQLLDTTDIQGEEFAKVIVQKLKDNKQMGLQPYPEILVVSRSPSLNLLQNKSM
H9c2 protect = protects H9c2 cardiomyocytes from peroxide injury | protection from H2O2 cell death, % at 20 µM | AID 588492 | H2O2 injury protection, ATPLite, 2 h | 360,000 tested, 0.63% active;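 active means compounds giving at least 50% protection of heart cells from peroxide-induced death in the single-dose screen, raw or plate-pattern-corrected value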;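 further: 0% = DMSO wells with peroxide and 100% = DMSO wells without peroxide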
* marks the source's active call; other numbers are inactive results; ? = inconclusive; . = not tested or not shown.

SMILES	MC4R antagonist	ABCB6 inh MLPCN	SRC2 inh	MC4R ag barr	ABHD5 PLIN5 PPI	N-glyco inh	TLR9-MyD88 inh	HTR2A ag	NOD2 RIPK2 PPI	H9c2 protect
C/C(=N/NC(=O)c1ccc(C)nc1)c1ccc2c(c1)CCCC2	-5	103	4	-1.1	6	6	-15	0	-14	8
CC(=O)Nc1nc(C)c(Oc2ccc(C)cc2)c(=O)[nH]1	3	106	-6	-3.4	-1	-2	7	6	-1	3
Cc1cccc(-n2cc(-c3ccc([N+](=O)[O-])cc3)[nH]c2=S)c1	-5	98	-35	-0.5	-7	0	10	0	-8	-1
O=C(COC(=O)/C=C/c1cccc([N+](=O)[O-])c1)NCc1ccc2c(c1)OCO2	1	97	0	2.6	-4	1	7	-3	-2	-6
CC(=O)Oc1cc2oc(=O)c3c(c2cc1Cl)CCC3	10	100	-31	-0.6	0	1	-9	0	-17	10
CN(C)CCCNC(=O)c1ccc(-c2cc3nc(NCc4cccnc4)n(C)c(=O)c3s2)cc1	-16	101	-8	-0.6	8	2	.	-5	-11	0
COc1ccc(-c2sc3ccc(OC)cc3c2-c2ccc(OCCN3CCOCC3)cc2)cc1	6	104	.	0.6	0	0	-12	-4	4	6
O=C(CN1C(=O)NC2(CCCCCCC2)C1=O)Nc1c(Cl)cccc1Cl	-4	96	28	-4.2	-6	1	-1	-1	-9	3
CC(=O)N[C@H](Cc1c[nH]c2ccccc12)C(=O)O	7	100	-21	-0.4	-2	0	-1	-5	-9	7
O=C(CN1CCCc2ccccc21)NCCc1ccc(Cl)cc1	14	99	-14	-2.1	0	0	1	-5	3	-2
COc1ccccc1OCC(=O)NNC(=O)c1ccc(F)c(S(=O)(=O)N2CCOCC2)c1	17	94	-12	-0.9	-8	1	4	3	14	-1
CC(=O)C1=C(O)C(=O)N(c2cccc(Br)c2)C1c1ccccc1Cl (stereo not given)	2	98	5	-2.7	-8	1	-4	7	3	1
COC(=O)Cn1cnc2c(C#N)c3n(c2c1=O)CCCCC3	0	107	15	-0.4	-2	-1	10	11	0	9
O=c1c2c3c(sc2nc2n1CCCC2)CCCCC3	5	87	-29	-2.9	-3	-2	0	-4	-2	-14
CC(=O)c1c(C)[nH]c(C(=O)OCC(=O)Nc2cccc(S(=O)(=O)N(C)C)c2)c1C	7	92	12	-1.9	0	1	1	-7	-2	-6

3 compounds out of the list above, arranged by the number in SRC2 inh, lowest first:
Compound | SRC2 inh
O=C(CN1CCCc2ccccc21)NCCc1ccc(Cl)cc1 | -14
COc1ccccc1OCC(=O)NNC(=O)c1ccc(F)c(S(=O)(=O)N2CCOCC2)c1 | -12
O=C(COC(=O)/C=C/c1cccc([N+](=O)[O-])c1)NCc1ccc2c(c1)OCO2 | 0

Remaining list, next part
SMILES	MC4R antagonist	ABCB6 inh MLPCN	SRC2 inh	MC4R ag barr	ABHD5 PLIN5 PPI	N-glyco inh	TLR9-MyD88 inh	HTR2A ag	NOD2 RIPK2 PPI	H9c2 protect
CCN(CC)S(=O)(=O)c1ccc(Oc2ccc(S(=O)(=O)N(CC)CC)cc2)cc1	0	95	16	-2.1	0	-1	10	0	-13	-13
Cc1cc(NC(=S)N(CCCN2CCOCC2)Cc2ccco2)ccc1Cl	3	96	-7	-3.9	3	-2	-2	-6	10	1
N#C/C(=C1/CCCCCN1)c1nc2ccccc2s1	14	102	0	0.0	-16	0	0	-5	6	-10
O=C(CCCCC(=O)NCCCc1ccccc1)NCCCc1ccccc1	21	97	7	1.2	0	0	-10	2	-1	1
C=CCOc1ccc(Cl)cc1CNC1CCCC1	3	96	-7	-3.0	-4	-2	3	0	2	-10
CC(C)Cc1nc(Nc2ccc(S(=O)(=O)N3CCCC3)cc2)c2nnn(Cc3ccccc3)c2n1	21	98	-14	0.6	2	-8	-1	0	-3	-12
Cc1cnc(C(=O)OC(C)C(=O)Nc2cccc3ccccc23)cn1 (stereo not given)	6	90	-2	2.5	-6	3	2	-5	5	-2
CSc1ncccc1C(=O)NC1CC(C)(C)Cc2c1cnn2-c1ccccc1C (stereo not given)	4	99	0	-5.2	-5	-8	-6	-1	1	-2
CCc1nnc(NC(=O)C2CCN(c3cnccn3)CC2)s1	-6	98	-14	0.7	1	1	1	-2	-4	6
C[C@@H]1CN(C(=O)c2ccc(OC3CCN(S(=O)(=O)N(C)C)CC3)cc2)C[C@H](C)O1	-2	100	-21	-3.2	-4	-1	-10	6	-8	0
Cc1ccc(N2C(=O)c3cccc4c([N+](=O)[O-])ccc(c34)C2=O)c2cccnc12	-6	149	18	-1.4	1	?	8	1	13	-4
O=C(NCCCN1CCCC1=O)c1sc2ccccc2c1Cl	10	95	-19	-2.6	-4	2	1	-4	-13	3
Cc1ccc(OCCC(=O)OCC(=O)N2CC(=O)Nc3ccccc32)cc1	11	106	8	3.0	17	-4	4	-2	4	1
O=C1CC(C2CCCO2)C(=O)N1c1ccc(Cl)c(Cl)c1 (stereo not given)	5	92	14	-0.1	-3	0	2	-3	-1	0
CCOC(=O)CSC1=NC(=O)/C(=C\c2ccc(Cl)cc2)S1	8	92	-30	0.9	-4	9	7	3	6	-25

Compound profiles, from the list above. Order of values: MC4R antagonist	ABCB6 inh MLPCN	SRC2 inh	MC4R ag barr	ABHD5 PLIN5 PPI	N-glyco inh	TLR9-MyD88 inh	HTR2A ag	NOD2 RIPK2 PPI	H9c2 protect
N#C/C(=C1/CCCCCN1)c1nc2ccccc2s1 as listed: 14	102	0	0.0	-16	0	0	-5	6	-10
CC(=O)N[C@H](Cc1c[nH]c2ccccc12)C(=O)O as listed: 7	100	-21	-0.4	-2	0	-1	-5	-9	7
CN(C)CCCNC(=O)c1ccc(-c2cc3nc(NCc4cccnc4)n(C)c(=O)c3s2)cc1 as listed: -16	101	-8	-0.6	8	2	.	-5	-11	0
O=C(COC(=O)/C=C/c1cccc([N+](=O)[O-])c1)NCc1ccc2c(c1)OCO2 as listed: 1	97	0	2.6	-4	1	7	-3	-2	-6
COC(=O)Cn1cnc2c(C#N)c3n(c2c1=O)CCCCC3 as listed: 0	107	15	-0.4	-2	-1	10	11	0	9

Other records.
SMILES	MC4R antagonist	ABCB6 inh MLPCN	SRC2 inh	MC4R ag barr	ABHD5 PLIN5 PPI	N-glyco inh	TLR9-MyD88 inh	HTR2A ag	NOD2 RIPK2 PPI	H9c2 protect
Cc1cccc(OCCCCc2c(C)n[nH]c2C)c1	-1	97	-6	0.8	10	-3	-6	4	4	-15
COC(=O)C(C)Oc1cc(OC(C)C(=O)OC)c2c(-c3ccccc3)cc(=O)oc2c1 (stereo not given)	14	97	-25	1.4	-1	2	-4	-7	-5	6
CCn1c2ccc(C)cc2c2nnc(SCCN3CCCCC3)nc21	2	90	6	-1.6	-2	-7	-7	-14	1	-3
COc1ccccc1N1CCN(S(=O)(=O)c2ccc3c(c2)n(C)c(=O)n3C)CC1	-9	99	-15	-1.6	2	4	-10	-2	1	-11
Cc1ccc(CN2C(=O)C(C)(C)Oc3ccc(C(=O)N4CCCCC4)cc32)cc1	5	85	19	0.8	3	-2	0	-4	5	14
O=C(COC(=O)c1cc[n+]([O-])cc1)NCc1ccccc1Cl	9	96	-22	0.4	-1	1	-3	0	-9	-2
CC(=O)OCC(=O)NCCCOc1cccc(CN2CCCCC2)c1	-2	98	-6	-0.6	0	0	2	-1	-11	5
CCOC(=O)C1C(=O)NC(N2CCN(c3ccccc3)CC2)=NC1c1ccccc1 (stereo not given)	4	103	20	1.7	-9	3	-5	3	-3	2
Cc1cc(Br)ccc1NC(=O)CN(C)C(=O)C1CCN(C(=O)c2ccc(Cl)cc2)CC1	10	102	14	-0.6	5	-1	3	5	1	4
O=C(NCc1ccncc1)[C@@H]1CCCN1C(=O)[C@H]1CCCN1C(=O)c1c(F)cccc1F	.	98	-6	.	1	.	.	3	4	.
CC(=O)c1sc2c(c1N)c(=O)[nH]c(=O)n2-c1ccccc1	-8	98	14	-2.0	-6	-1	3	-2	-2	-4
Cc1ccc(S(=O)(=O)N(CC(=O)Nc2ccccc2C(=O)O)c2ccccc2C)cc1	3	100	-48	0.1	4	2	5	5	-8	6
COCCN(C(=S)Nc1cc(C)cc(C)c1)C(C)c1cccnc1 (stereo not given)	25	102	-11	-0.2	2	1	2	-2	4	2
COc1ccc(/C(N)=N/OC(=O)Cc2cccs2)cc1OC	-1	106	-2	1.6	-2	2	-8	3	-5	8
O=C(NC1CCN(Cc2ccccc2)CC1)C(NS(=O)(=O)c1cccc2nsnc12)c1ccccc1 (stereo not given)	1	96	-6	-2.8	-1	-3	0	7	-4	-6

By substructure: the entries above with a COOH group
SMILES	MC4R antagonist	ABCB6 inh MLPCN	SRC2 inh	MC4R ag barr	ABHD5 PLIN5 PPI	N-glyco inh	TLR9-MyD88 inh	HTR2A ag	NOD2 RIPK2 PPI	H9c2 protect
CC(=O)N[C@H](Cc1c[nH]c2ccccc12)C(=O)O	7	100	-21	-0.4	-2	0	-1	-5	-9	7
Cc1ccc(S(=O)(=O)N(CC(=O)Nc2ccccc2C(=O)O)c2ccccc2C)cc1	3	100	-48	0.1	4	2	5	5	-8	6

Next part:
SMILES	MC4R antagonist	ABCB6 inh MLPCN	SRC2 inh	MC4R ag barr	ABHD5 PLIN5 PPI	N-glyco inh	TLR9-MyD88 inh	HTR2A ag	NOD2 RIPK2 PPI	H9c2 protect
O=S(=O)(N/N=C\c1ccc2c(c1)OCO2)c1ccc(F)cc1	13	104	-4	-1.0	5	-2	0	3	-11	2
O=c1cc(COc2ccc(Cl)c(Cl)c2)nc2sccn12	23	93	-34	0.9	-1	-3	-1	-1	-1	16
CC(=O)C1C(c2ccccc2OC(F)F)NC(=O)NC1(O)C(F)(F)F (stereo not given)	-10	95	19	0.2	8	3	-3	2	-5	-2
O=C(NC(=S)Nc1ccccc1OC(F)F)c1ccc2c(c1)OCO2	-13	96	-34	5.1	0	0	-5	-9	-12	-11
CN(C)CCOCCOc1ccccc1-c1ccccc1	0	99	9	-2.2	5	-1	-9	-5	-5	2
CCn1c(SCC(=O)NC2CC2)nnc1-c1ccc(C)cc1	-2	90	-3	0.0	-10	1	-3	1	-6	2
C/C(=N\Nc1ccc(Cl)c(Cl)c1)c1ccc(-n2ccnc2)cc1	3	94	-15	2.6	6	19	11	0	-2	0
O=C(O)C1CC1c1ccc(Br)cc1 (stereo not given)	3	103	1	-0.3	-12	2	7	10	9	2
O=C(CSc1nnc(C2COc3ccccc3O2)o1)NC1CCCCC1 (stereo not given)	-4	100	-22	-2.3	-4	0	-4	1	-4	2
OCCCNc1nc(-c2ccc(Cl)cc2)nnc1-c1ccccc1	20	99	-23	-0.5	14	2	-14	4	-3	-2
CC1CCCCC1NC(=O)CSc1nnc(CNC(=O)c2ccccc2)n1C (stereo not given)	-1	104	-13	-0.3	-3	2	-2	1	-5	6
COc1ccc(CCNC(=O)c2cc(=O)c3cc(C)ccc3o2)cc1OC	15	100	10	-1.4	-21	-4	-4	1	-10	-9

The list is partial; the hit share may differ from the screen's.
